USP10 inh: blocks human USP10 ubiquitin-rhodamine cleavage | purified USP10, Ub-rhodamine fluorescence, 60 min | inhibition, % at 20 µM | actives 1.1% (n = 47,000) | AID 1645856
Target sequence (Q14694 whole entry, looked up): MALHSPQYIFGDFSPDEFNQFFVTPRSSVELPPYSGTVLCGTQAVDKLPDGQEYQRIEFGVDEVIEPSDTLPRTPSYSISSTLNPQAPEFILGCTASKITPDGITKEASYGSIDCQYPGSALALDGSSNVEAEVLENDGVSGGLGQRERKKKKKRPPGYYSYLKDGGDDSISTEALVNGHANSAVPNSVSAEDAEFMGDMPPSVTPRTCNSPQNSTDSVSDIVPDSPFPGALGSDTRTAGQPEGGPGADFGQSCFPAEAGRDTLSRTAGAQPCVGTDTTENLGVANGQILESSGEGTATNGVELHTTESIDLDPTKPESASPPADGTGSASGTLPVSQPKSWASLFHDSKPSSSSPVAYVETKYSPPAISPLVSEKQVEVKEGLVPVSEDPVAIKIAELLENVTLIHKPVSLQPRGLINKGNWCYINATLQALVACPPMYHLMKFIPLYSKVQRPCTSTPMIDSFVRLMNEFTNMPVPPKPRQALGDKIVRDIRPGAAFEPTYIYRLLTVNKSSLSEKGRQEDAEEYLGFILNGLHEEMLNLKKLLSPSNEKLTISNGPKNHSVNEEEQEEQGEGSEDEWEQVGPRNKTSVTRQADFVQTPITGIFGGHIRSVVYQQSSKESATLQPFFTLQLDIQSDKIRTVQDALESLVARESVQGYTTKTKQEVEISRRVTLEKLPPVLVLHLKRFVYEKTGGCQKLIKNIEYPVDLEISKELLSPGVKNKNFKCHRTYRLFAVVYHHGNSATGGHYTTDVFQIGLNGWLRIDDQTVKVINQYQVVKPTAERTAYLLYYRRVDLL
USP28 inh: human USP28 deubiquitinase inhibition; Q96RU2; purified USP28, Ub-rhodamine cleavage fluorescence, 30 min; inhibition, % at 25 µM; actives 3% (n = 47,000); AID 1645857
USP30 block: blocks human USP30 ubiquitin-rhodamine cleavage; Q70CQ3; purified USP30, Ub-rhodamine cleavage fluorescence; inhibition, % at 25 µM; actives 5.3% (n = 47,000)
OTUD3 inh: human OTUD3 deubiquitinase inhibition; actives 0.7% (n = 47,000); inhibition, % at 25 µM; purified OTUD3, Ub-rhodamine fluorescence, 2 h; AID 1645858; Q5T2D3
USP17 inh: blocks human USP17 ubiquitin-rhodamine cleavage; purified USP17, Ub-rhodamine cleavage fluorescence, 3 h; inhibition, % at 50 µM; actives 6.5% (n = 47,000)
UCHL1 block: blocks human UCHL1 ubiquitin-rhodamine cleavage; inhibition, % at 20 µM; P09936; actives 0.2% (n = 47,000); purified UCHL1, Ub-rhodamine cleavage fluorescence
Target sequence (P09936 whole entry, looked up): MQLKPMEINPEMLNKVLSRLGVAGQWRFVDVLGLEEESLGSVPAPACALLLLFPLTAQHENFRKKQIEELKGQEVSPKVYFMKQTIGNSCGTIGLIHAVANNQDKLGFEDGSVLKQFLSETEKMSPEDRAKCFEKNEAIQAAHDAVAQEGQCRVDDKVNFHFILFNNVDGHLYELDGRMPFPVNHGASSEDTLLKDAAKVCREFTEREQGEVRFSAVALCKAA
USP7 inh: inhibitors of human USP7 deubiquitinase; Q93009; purified USP7, Ub-rhodamine cleavage fluorescence; inhibition, % at 20 µM; actives 0.3% (n = 47,000); AID 1645854
USP8 inh: blocks human USP8 ubiquitin-rhodamine cleavage | purified USP8, Ub-rhodamine cleavage fluorescence, 30 min | P40818 | actives 4.2% (n = 47,000) | AID 1645853 | inhibition, % at 20 µM
Active calls of the source: *; . = no result given. Cut-off read from the data, not from the text of the source: active = inhibition above about 30%; inactive = the rest.

Below each SMILES – USP10 inh	USP28 inh	USP30 block	OTUD3 inh	USP17 inh	UCHL1 block	USP7 inh	USP8 inh
- O=C(Nc1ccc(Cl)cc1)c1cc(-c2ccccn2)n[nH]1
  2	8	13	9	6	4	8	-13
- O=C(Cc1ccccc1Cl)N1CC(c2nc(-c3ccc[nH]c3=O)no2)C1
  3	6	3	18	-3	0	1	-72
- Cc1n[nH]c(C)c1C(C)C(=O)Nc1cccc(Cl)c1C (stereo unspecified)
  0	1	-69	1	7	1	3	-1
- Cc1ccc(C(=O)Nc2nccnc2C(=O)NC(C)c2ccccc2)cc1 (stereo unspecified)
  0	0	10	0	8	2	1	-5
- Cc1cccc([C@H]2C[C@@H](O)[C@@H](O)[C@@H]2NC2CCOCC2)c1
  -1	5	0	8	-22	5	0	-42
- CC(C(=O)Nc1ccc2c(c1)OCO2)N1CCC(C(=O)c2ccccc2)CC1 (stereo unspecified)
  -1	-6	-12	-7	0	-1	-4	6
- Cc1ccccc1NC(=O)Cn1c(C)nc2c(c1=O)CCN(Cc1ccccc1)C2
  -14	-3	-21	-6	16	-1	-3	49*
- Cc1cc(C)n2nc(CNS(=O)(=O)c3cccc(C#N)c3)nc2n1
  -1	1	0	1	1	2	3	-4
- O=C(C1CCCC1)N1CCCC2(COCCN(CC3CC3)C2)C1 (stereo unspecified)
  1	4	-4	2	-1	-1	3	-21
- O=C(c1cccc(S(=O)(=O)N2CCOCC2)c1)N1CCN(c2ccccc2F)CC1
  0	2	14	-1	1	1	5	4
- Cc1cccc(NC(=O)C(=O)c2cn(CC(=O)N3CCCCC3)c3ccccc23)c1C
  5	8	20	7	11	2	4	13
- COc1cccc(C2c3[nH]c4ccccc4c3C[C@H]3C(=O)N(c4ccccc4C(=O)NC4CCCCC4)C(=O)N23)c1 (stereo partly specified)
  -8	-87	-469	-60	-75	-10	-10	-32
- COc1ccc2c(c1)C(=O)NC1(CC2)CCN(C(=O)c2ccccn2)C1 (stereo unspecified)
  0	3	7	-2	6	0	1	14
- COc1cccc(C(=O)Nc2ccc(N3CCN(C4CCCC4)C3=O)nc2)c1
  -1	4	-25	-8	-5	-3	-5	-11
- Cc1ccc(C(=O)NCc2nc(-c3cccc(C(=O)N4CCCCC4)c3)no2)cc1
  1	-11	-12	-15	-14	0	-1	-9
- COc1ccc(NC(=O)c2nc3ccccc3nc2N2CCN(C)CC2)cc1Cl
  -5	-11	-23	-18	-14	-2	-2	-6
- Cn1c2ccccc2c(=O)c2c(=O)n(-c3cccc(Cl)c3)c(-c3cccs3)nc21
  63*	-21	-146	-7	30*	29	66*	94*
- CCn1c(CN2CCN(Cc3ccccc3)CC2)nc2ccccc21
  -12	-22	-77	-12	-41	-3	-1	-168
- CN1CC(c2cc(=O)n3[nH]cc(-c4ccc(F)cc4)c3n2)CC1=O (stereo unspecified)
  4	.	.	2	-3	0	-3	-3
- Nc1c(C(=O)Nc2ccc3c(c2)OCO3)sc2nc(-c3cccnc3)ccc12
  -6	33*	-2	0	61*	2	2	-27
- Cc1ccc(NC(=O)N2CCC(c3nc(C(=O)N(C)C)c(C)o3)CC2)cc1Cl
  0	-11	-5	-10	-7	-2	-14	-7
- COc1ccccc1C(=O)Nc1ccc(Oc2ncnc3sc(-c4ccccc4)cc23)cc1
  0	-27	-87	-19	-54	8	16	-4
- COc1ccccc1CNC(=O)c1cncc(NS(=O)(=O)c2ccc(NC(C)=O)cc2)c1
  3	-2	-5	3	0	-2	2	-9
- Cn1c(=O)c2c(nc(N3CCc4ccccc4C3)n2CCSc2nc3ccccc3s2)n(C)c1=O
  4	7	22	23	16	8	-13	8
- CCCn1cc(-c2nc(-c3ccccn3)no2)c(=O)c2cc(F)ccc21
  -1	0	1	-3	18	-5	-1	-7
- CCCn1c(=N)n(CC(C)O)c2ccccc21 (stereo unspecified)
  2	6	12	-4	2	0	.	4
- CC(=O)N1CCC(c2ccnc(Nc3ccc(C)cn3)n2)C1 (stereo unspecified)
  0	-6	-10	-3	0	-2	2	-25
- COCC(=O)N1C[C@@H]2CC[C@H](Oc3cccc(F)c3)[C@@H]2C1
  0	-1	5	2	5	0	2	5
- COC(=O)c1c(C)[nH]c(C(=O)C(C)OC(=O)CCC2CCCC2)c1C (stereo unspecified)
  10	79*	-8	-6	5	2	-10	2
- O=C(O)c1c(CNC2CC2)c2ccccc2n1Cc1ccccc1
  -3	0	-10	2	-14	-13	-71	-20
- COc1ccccc1N1CCN(C(=O)c2ccc3c(c2)N(Cc2cc(C)ccc2C)C(=O)c2ccccc2S3=O)CC1 (stereo unspecified)
  11	18	51*	12	20	9	12	26
- Cc1cccc(NC(=O)Cn2cccc(S(=O)(=O)N3CCC(C)CC3)c2=O)c1C
  -5	-30	-317	-47	-41	-12	-163	-20
- COc1ccc(CCN2CC(=O)N3C(C)c4[nH]c5ccccc5c4C[C@@H]3C2=O)cc1OC (stereo partly specified)
  -1	4	16	9	10	5	2	18
- CC(C)(C)N=C1Nc2ncccc2NC12CCN(C(=O)Nc1ccccc1C(F)(F)F)C2 (stereo unspecified)
  -3	-26	-98	-14	-16	3	0	7
- N#Cc1ccc(NCC(=O)Nc2ccc3c(c2)OCCO3)cc1
  2	28	16	0	4	0	-3	3
- C/C(=C\C(=O)OCCCCCCCCC(=O)O)CC1OCC(CC2OC2C(C)C(C)O)C(O)C1O (stereo unspecified)
  0	-3	4	-2	0	-3	-1	0
- NC(=O)C1CCCN(C(=O)C2CCC3(CC2)CNC(=O)c2cc(Cl)ccc2O3)C1 (stereo unspecified)
  -2	0	5	-1	-1	-2	0	-10
- COc1nc2cc(C)ccc2cc1-c1noc(-c2cccnc2)n1
  -7	-34	-253	-37	-44	-18	-11	-6
- Cc1cccc(Nc2nc(NC3CCCC3)nc3c2cnn3C)c1
  13	13	-23	-4	0	14	-22	-28
- CC(=O)Nc1c(C)noc1/C=C/c1ccc(S(=O)(=O)Nc2cccc(C(C)=O)c2)s1
  -2	0	-4	6	-28	0	2	7

Just USP28 inh, for four of the compounds above:
| SMILES | USP28 inh |
| --- | --- |
| Cc1cccc(NC(=O)Cn2cccc(S(=O)(=O)N3CCC(C)CC3)c2=O)c1C | -30 |
| COc1ccc(CCN2CC(=O)N3C(C)c4[nH]c5ccccc5c4C[C@@H]3C2=O)cc1OC (stereo partly specified) | 4 |
| CC(C)(C)N=C1Nc2ncccc2NC12CCN(C(=O)Nc1ccccc1C(F)(F)F)C2 (stereo unspecified) | -26 |
| N#Cc1ccc(NCC(=O)Nc2ccc3c(c2)OCCO3)cc1 | 28 |

The list goes on:
Molecule,USP10 inh,USP28 inh,USP30 block,OTUD3 inh,USP17 inh,UCHL1 block,USP7 inh,USP8 inh
Cc1cc(C)c2c(n1)nn1c(C)c(CCC(=O)NCc3ccc4c(c3)OCO4)c(C)nc21,0,4,16,7,-1,0,4,-2
COc1cccc(CN2C[C@H]3CCN(C(=O)c4ccn[nH]4)CC[C@H]3S2(=O)=O)c1,3,2,0,-5,0,-3,-5,1
CC(NC(=O)c1snc(-c2ccccn2)c1N)c1ccccc1 (stereo unspecified),-5,-5,-8,-10,-1,0,2,-2
Cc1cccc(N(C)S(=O)(=O)c2ccc(-c3cc(C(F)(F)F)on3)s2)c1,3,4,4,9,5,1,8,10
O=C(Nc1cc(C(F)(F)F)ccc1Oc1ccccc1Cc1ccccc1)c1ccco1,9,3,0,3,3,7,12,27
O=C1[C@H]2Cc3c([nH]c4ccccc34)C(c3cccc([N+](=O)[O-])c3)N2C(=O)CN1CC1CCCO1 (stereo partly specified),3,-5,-10,0,-7,2,-16,-87
CCc1nc2ccc(C(=O)Nc3nc(-c4ccc5c(c4)CCN5C(=O)CC(C)(C)C)c(C)s3)cc2nc1CC,1,9,-14,-3,8,0,-32,18
O=C(NCC(=O)N1CCC2(CC1)NCCc1[nH]cnc12)c1ccc(Br)cc1,2,-13,-9,-5,0,-3,0,19
CCc1nc(N2CCCC2)c2oc3ccccc3c2n1,-1,-2,2,-3,20,-1,-16,-4
Cn1nccc1NC(=O)CCc1ccccc1,3,-13,11,7,-5,-3,4,4
CC1(C(N)=O)CN(C(=O)c2ccc3ncccc3c2)CCO1 (stereo unspecified),-1,2,6,2,0,1,-2,-12
O=C(Cn1c(SCCOc2ccccc2)nc2ccccc21)N1CCCCC1,3,12,17,12,7,2,-7,14
COc1ccc(Cn2nnc(C(=O)NC(C)C)c2-n2cccc2)cc1,-6,6,-81,0,15,5,-22,-8
Cc1[nH]c2ccccc2c1C(c1ccccc1F)c1c(C)[nH]c2ccccc12,-7,-33,-188,-43,-8,-12,-21,14
CN1[C@@H](CCC(=O)Nc2ccccc2)CNC(=O)[C@@H]2[C@H]1CCN2Cc1ccccn1,-4,1,-43,-7,-32,-6,-5,-50
COc1cc(=O)n2c(c1C(=O)Nc1ccc(C)cc1Cl)CCCC2,0,8,20,14,10,0,1,-9
Cc1ccc(C(CNS(=O)(=O)c2ccccc2)N2CCN(C)CC2)cc1 (stereo unspecified),-3,3,13,5,0,2,-1,5
CC1CCCN(C(=O)Cn2nnc(COc3ccccc3)n2)C1 (stereo unspecified),1,0,0,0,7,-1,1,5
O=C(COc1ccccc1-c1nnc(-c2ccccc2)o1)NCCc1ccco1,19,4,-38,2,35*,24,15,86*
O=C(Nc1c2c(nn1-c1ccc([N+](=O)[O-])cc1)CSC2)c1c(F)cccc1F,34*,5,27,20,27,4,0,0
COc1ccc(CC(=O)Nc2ccccc2C(=O)Nc2ccc3c(c2)OCO3)cc1,-2,-2,15,-4,16,0,-4,-2
O=C(NCc1ccc2c(c1)OCO2)c1cc2c(s1)-c1ccccc1OC2,25,27,57*,12,17,3,10,56*
CCOc1ccccc1NC(=O)COc1cccc2c1OC(C)(C)C2,8,12,9,9,9,4,6,9
Cc1ccnc(SCc2cn3c(C)cccc3n2)n1,-3,14,-12,-5,-9,-2,0,0
O=c1[nH]c(N2CCCC2)nc2c1CCN(Cc1ccc(F)c(F)c1)C2,-3,8,18,10,10,0,3,16
O=S(=O)(c1ccc(F)cc1)N1CCC2(CC1)NCCN=C2NCc1ccccc1,1,-10,-2,-8,-23,-1,1,-3
COc1cccc(C2C(C(=O)Nc3ccccc3C)=C(C)Nc3ncnn32)c1OCc1ccccc1 (stereo unspecified),-2,2,-8,-5,-19,2,-7,-23
CC(C)Nc1nc2c(cc1C(=O)N(C)C)CCN(Cc1cnn(C)c1)CC2,-1,-14,-26,-8,-27,-3,-3,-19
Cc1nc(N2CCN(C)CC2)ncc1C(=O)NCc1ccco1,-3,-16,-86,0,-23,-5,-6,-10
CCOc1ccc2c(c1)c(=O)c(C(=O)c1ccc(C)cc1)cn2CC(=O)Nc1ccc(OC)cc1,16,4,-4,-7,56*,-2,1,0
COc1ccc(-c2cnc(SCC(=O)Nc3ccc(OC)cc3OC)n2C)cc1,4,0,-2,-5,-2,0,-4,-7
CC(C)c1cnn2c(NCc3ccccc3)cc(NCCCCCCN)nc12,3,40*,37*,-8,-8,1,7,3
NC(=O)C1CCN(c2ncnc3c2CCC3)CC1,0,-4,1,-1,8,-3,0,4
COCCNC(=O)c1cnn2c3c(cnc12)CC(C)CC3 (stereo unspecified),-1,9,16,15,-4,-1,-2,3
CCN1CCN(Cc2nc3nc(C)cc(N4CCCC4)n3n2)CC1,0,-4,-26,-10,-14,0,0,-6
COc1ccc(CCNCc2c(C(=O)O)n(Cc3ccccc3C)c3cc(C)ccc23)c(OC)c1,2,-14,-16,-10,-19,0,3,6
Cc1cc(C)cc(NS(=O)(=O)c2cc(C(=O)NCc3cccnc3)ccc2C)c1,0,8,-7,0,-6,6,-6,10
Cc1noc(-c2ccnc(-n3cnc(C(=O)NC4CCCC4)c3)c2)n1,-1,0,-1,1,-3,0,2,0
O=C(NCC1(O)CCOc2ccccc21)c1ccc(F)c(F)c1 (stereo unspecified),-2,2,-1,-2,-2,0,-3,-17

Single records (already shown):
`CCN1CCN(Cc2nc3nc(C)cc(N4CCCC4)n3n2)CC1` reads USP10 inh: 0; USP28 inh: -4; USP30 block: -26; OTUD3 inh: -10; USP17 inh: -14; UCHL1 block: 0; USP7 inh: 0; USP8 inh: -6
`CC(C)c1cnn2c(NCc3ccccc3)cc(NCCCCCCN)nc12` reads USP10 inh: 3; USP28 inh: 40*; USP30 block: 37*; OTUD3 inh: -8; USP17 inh: -8; UCHL1 block: 1; USP7 inh: 7; USP8 inh: 3

Assay outcomes from PubChem.
